CRFBP-R2 block – antagonists of CRF-BP/CRF-R2 complex, primary screen, cell-based, HEK293, calcium dye fluorescence, uHTS; 350,000 compounds, 0.59% hits; inhibition, % at 11.8 µM; CRF-induced calcium fluorescence;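 active = inhibition of the ligand-induced calcium signal above about 50% at the single tested concentration, limit read from the data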
TAAR1 ag – human TAAR1 agonists, primary screen, Fluo-8 calcium fluorescence, CHO RD-HGA16 cells | Trace amine-associated receptor 1 (Homo sapiens), Q96RJ0 | vehicle wells 0%, saturating PEA agonist 100% | activation, % at 3 µM | 360,000 compounds, 0.99% hits | AID 624467, 2012;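 active = activation above the mean activation of all test compounds in the run plus 3 SD, cut at about 38% in these data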
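Benchmarks: low control DMSO, high control PEA (EC100); System: CHO RD-HGA16 cells carrying human TAAR1 plus Gα16; Detection: Fluo-8 fluorescence, 5 s baseline then 140 s kinetic read; Schedule: 17-24 h plating, Fluo-8 75 min 37 °C, 30 min RT; Read-out basis: % activation from peak over basal fluorescence ratio, DMSO-to-PEA scaled.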
M5 PAM – human M5 muscarinic receptor positive allosteric modulators, primary screen, CHO-K1 cells, Fluo-8 calcium fluorescence; Muscarinic acetylcholine receptor M5 (Homo sapiens), P08912; CHO-K1 hM5, ACh EC20 PAM; 0% = ACh EC20, 100% = ACh EC100; activation, % at 3 µM; 360,000 compounds, 0.3% hits;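 active = activation above the run cutoff, the mean activation of all test compounds plus 3 SD, cut at about 18% in these data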
Target sequence (P08912 whole entry, looked up): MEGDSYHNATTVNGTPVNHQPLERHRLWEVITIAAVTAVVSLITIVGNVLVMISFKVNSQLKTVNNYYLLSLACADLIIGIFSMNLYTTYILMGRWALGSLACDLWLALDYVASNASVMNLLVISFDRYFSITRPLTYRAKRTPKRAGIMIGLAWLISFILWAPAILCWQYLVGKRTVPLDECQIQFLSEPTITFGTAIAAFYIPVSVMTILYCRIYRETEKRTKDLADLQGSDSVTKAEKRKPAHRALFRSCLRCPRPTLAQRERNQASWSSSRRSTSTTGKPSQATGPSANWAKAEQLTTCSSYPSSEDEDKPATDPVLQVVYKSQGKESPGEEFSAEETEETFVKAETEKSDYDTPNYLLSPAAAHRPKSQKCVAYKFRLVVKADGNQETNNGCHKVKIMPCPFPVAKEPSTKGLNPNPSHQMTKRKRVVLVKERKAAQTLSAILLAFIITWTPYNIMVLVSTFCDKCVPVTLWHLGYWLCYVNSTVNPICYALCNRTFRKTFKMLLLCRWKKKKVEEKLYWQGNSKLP
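System: CHO-K1 hM5 cells. Reagent: acetylcholine, EC20 level. Compound dosing: single dose, 3 µM nominal final test concentration. Timing: Post-acetylcholine fluorescence recording 140 s. Detection: Fluo-8 calcium fluorescence. Read-out: % activation, ACh-normalized. Benchmarks: ACh EC20 and EC100 wells. Repeats: singlicate, one well per test compound.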
TAAR1 antag – human TAAR1 antagonists, primary screen, Fluo-8 calcium fluorescence, CHO RD-HGA16 cells; 360,000 compounds, 1.5% hits; Trace amine-associated receptor 1 (Homo sapiens), Q96RJ0; antagonist; inhibition, % at 3 µM;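 active = inhibition above a per-plate cutoff, the mean inhibition of test compounds on that plate plus 3 SD, cut at about 49% in these data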;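 note: 0% = DMSO plus EC80 beta-PEA response and 100% = DMSO alone without agonist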
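Assay system: CHO-derived RD-HGA16 cells stably expressing human TAAR1 plus Gα16. Timing: 140 s kinetic read after compound, 140 s after agonist. Technique: kinetic Fluo-8 calcium fluorescence measurement. Measure: % inhibition of agonist calcium response.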
M5 ag – human M5 muscarinic receptor agonists, primary screen, CHO-K1 cells, Fluo-8 calcium fluorescence. CHO-K1 hM5 cells; 0% DMSO wells, 100% maximal acetylcholine response. activation, % at 3 µM. 360,000 compounds, 0.19% hits. AID 624037, 2012;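 active = activation above the run's mean over test compounds plus 3 SD, cut at about 23% in these data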;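 note: signal is peak over basal fluorescence ratio across the kinetic read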
CRFR2-BP ag – agonists of CRF-BP/CRF-R2 complex, primary screen, cell-based, HEK293, calcium dye fluorescence, uHTS; calcium dye fluorescence (FLIPR); percent of saturating CRF peptide response; 350,000 compounds, 0.46% hits; activation, % at 13.2 µM;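 active = activation of at least 50%, plus an integration ratio under a set limit after plate pattern correction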;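 note: plate controls were neutral control wells without compound for no effect and CRF at EC100 for full effect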
CHRM5 antagonist – human M5 muscarinic receptor antagonists, primary screen, CHO cells, Fluo-8 calcium fluorescence; Muscarinic acetylcholine receptor M5 (Homo sapiens), P08912; CHO-hM5 cells, ACh EC80; inhibition, % at 3 µM; 360,000 compounds, 0.59% hits; AID 624040, 2012;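 active = inhibition above a per-plate cutoff, the mean of that plate's test compounds plus 3 SD, cut at about 27% in these data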;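 note: 0% = acetylcholine EC80 with DMSO and 100% = DMSO without agonist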
M1 PAM parental – nonselective calcium activators in parental CHO-K1 cells, primary screen, counter-screen for M1 PAM project, cell-based, Fluo-8 calcium fluorescence, full deck, 1536-well. ATP EC20; 0% at ATP EC20, 100% at ATP max. activation, % at 3 µM. 360,000 compounds, 0.02% hits. AID 602247, 2012;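 active = activation above the run cutoff, the mean activation of all test compounds plus 3 SD, cut at about 40% in these data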;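 note: peak over basal fluorescence ratio in a 140 s read after ATP addition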
M4 PAM – human M4 muscarinic receptor positive allosteric modulators, primary screen, CHO-K1 cells, Fluo-8 calcium fluorescence. Muscarinic acetylcholine receptor M4 (Homo sapiens), P08173. CHO-K1 hM4/Gqi5, ACh EC20; 0% = ACh EC20, 100% = maximal ACh. activation, % at 3 µM. 360,000 compounds, 0.4% hits. AID 624126, 2012;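 active = activation above its plate's cutoff, the mean activation of sample wells plus 3 SD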; note: some results filed as inactive read as strong as hits
Target sequence (P08173 whole entry, looked up): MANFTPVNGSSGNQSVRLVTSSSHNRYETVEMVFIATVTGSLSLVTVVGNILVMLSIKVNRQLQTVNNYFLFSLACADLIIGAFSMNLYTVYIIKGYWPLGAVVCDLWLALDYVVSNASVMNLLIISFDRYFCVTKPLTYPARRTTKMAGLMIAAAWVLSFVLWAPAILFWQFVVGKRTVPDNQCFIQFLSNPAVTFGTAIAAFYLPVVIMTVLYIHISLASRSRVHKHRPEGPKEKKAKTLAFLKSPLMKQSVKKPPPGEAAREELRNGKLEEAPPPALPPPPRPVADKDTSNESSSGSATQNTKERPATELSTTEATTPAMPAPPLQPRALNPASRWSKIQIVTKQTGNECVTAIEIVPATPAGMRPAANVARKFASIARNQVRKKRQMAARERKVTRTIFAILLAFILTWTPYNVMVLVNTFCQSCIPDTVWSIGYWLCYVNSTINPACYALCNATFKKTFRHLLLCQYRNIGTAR
Starred values were filed as active, the others as inactive; / = not tested or not shown. Rows are unselected. About 4.2% of those tested had a hit in this group.

SMILES	CRFBP-R2 block	TAAR1 ag	M5 PAM	TAAR1 antag	M5 ag	CRFR2-BP ag	CHRM5 antagonist	M1 PAM parental	M4 PAM
C/C(=N/O)c1ccc2c(c1)OCCOCCOc1cc(/C(C)=N/O)ccc1OCCOCCO2	-5	1	1	-11	2	-1.6	-11	16	5
O=C(Nc1cccc(Cl)c1)c1cnc[nH]1	12	3	-6	-2	-4	1.3	14	11	3
C=CCn1c(SCC(=O)N2CCN(C(=O)c3ccco3)CC2)nc2sc(CC)cc2c1=O	-10	8	-9	24	-2	-0.8	6	11	-11
CC(C)CCn1c(=O)c2ccccc2n2c(CCC(=O)NC3CCN(Cc4ccccc4)CC3)nnc12	-9	-2	2	-30	-10	-0.4	0	16	-6
CCOC(=O)N1CCC2(CC1)CC(=O)c1cc(O)ccc1O2	5	3	0	-11	-1	-0.8	-3	5	4
COc1ccc(/C=N\NC(=O)CNC(=O)C2COc3ccccc3O2)cc1[N+](=O)[O-] (stereo not drawn)	8	2	-5	-16	-1	-0.6	9	4	0
Cc1ccc(C)c(NC(=S)N2CCC(NC(=O)c3ccco3)CC2)c1	-13	-3	-1	-6	-2	-0.7	5	5	4
CCCCC[C@H](C)N1C[C@H](COCc2ccccc2)Oc2cc(N3CCC[C@H]3C(N)=O)ccc2S1(=O)=O	/	6	-4	-31	-1	/	10	6	2
COc1ccc(OC)c(C2=CC(=O)C[C@H](c3ccc4c(c3)OCO4)C2)c1	16	4	-4	31	-6	-1.7	-1	15	6
CCOc1ccc(N(Cc2ccccc2F)C2=NC3CS(=O)(=O)CC3S2)cc1 (stereo not drawn)	-10	13	-1	-43	1	4.0	-1	25	0
COC(=O)Cc1ccc(NC(=O)c2ccc3c(c2)C(=O)N(Cc2ccco2)C3=O)cc1	3	15	-3	-26	2	0.0	6	4	1
Cc1nc2c(cnn2CCO)c(=O)[nH]1	-9	2	10	-14	-3	3.5	3	-3	10
COc1ccc2c(=O)cc(C(F)(F)C(F)(F)F)oc2c1	20	7	4	-3	-1	-0.3	0	29	8
Cc1c(CC(=O)O)c(=O)oc2cc3oc4c(c3cc12)CCCC4	-3	0	1	-8	-3	0.3	0	16	-3
Cc1cc(=O)oc(C)c1C(=O)OCC(=O)c1ccc2ccccc2c1	-7	7	-34	41	-8	0.1	-2	16	-3

Fetched by structure from the entries so far (two):
SMILES	CRFBP-R2 block	TAAR1 ag	M5 PAM	TAAR1 antag	M5 ag	CRFR2-BP ag	CHRM5 antagonist	M1 PAM parental	M4 PAM
CC(C)CCn1c(=O)c2ccccc2n2c(CCC(=O)NC3CCN(Cc4ccccc4)CC3)nnc12	-9	-2	2	-30	-10	-0.4	0	16	-6
COc1ccc2c(=O)cc(C(F)(F)C(F)(F)F)oc2c1	20	7	4	-3	-1	-0.3	0	29	8

Following part:
SMILES	CRFBP-R2 block	TAAR1 ag	M5 PAM	TAAR1 antag	M5 ag	CRFR2-BP ag	CHRM5 antagonist	M1 PAM parental	M4 PAM
CC1=CCC2COC(c3ccc[n+](Cc4ccccc4)c3)C1C2 (stereo not drawn)	4	-1	1	-14	-5	0.4	-3	16	-5
COCCCNC(=O)c1cc2cc(Br)ccc2oc1=O	6	4	2	-17	1	-0.1	7	-9	-6
CC1CCN(S(=O)(=O)c2ccc3c(c2)C(Cl)(Cl)C(=O)N3)CC1	-46	4	2	6	0	12	4	6	-3
COc1c(F)c(F)c(C(=O)O)c(Nc2cccc(C)c2)c1F	21	3	5	8	3	0.4	-2	-8	3
Cc1nonc1CN(C)C(=O)c1ccc(OC2CCN(C(=O)c3cccnc3)CC2)cc1	-2	1	1	-38	-1	-0.5	10	10	8
C=CCOc1ccc(C(=O)Nc2ccc3c(c2)n(C)c(=O)n3C)cc1	-2	3	-1	-6	-2	0.5	5	17	1
COc1cc(C=O)ccc1Oc1nnnn1-c1ccc(C(N)=O)cc1	18	11	0	-1	1	-1.4	5	21	4
Cn1c(CNC(=O)CNC(=O)c2ccccc2F)cc(=O)n(C)c1=O	7	0	0	-5	-4	0.1	0	22	2
COc1cc(CNC(C)c2ccccc2)cc(Br)c1OCc1ccc(F)cc1 (stereo not drawn)	-37	9	-8	47	0	2.9	-4	22	-6
COc1ccc(CNC2CCCCC2C)c(OC)c1 (stereo not drawn)	1	/	-2	/	-6	0.7	0	4	0
COc1ccc(CCNC(=O)COc2cccc3c2OC(C)(C)C3)cc1OC	12	6	-4	5	4	-2.4	6	2	-3
c1ccc2oc(-c3csc(N4CCOCC4)n3)cc2c1	-3	4	-5	-11	2	-0.7	12	-2	2
CN(Cc1ccccc1)C(=O)C1CCN(S(=O)(=O)c2ccc3nc4c(c(C(=O)O)c3c2)CCCC4)CC1	0	0	8	5	-2	2.0	-10	4	10
COCCN(C(=S)Nc1cccc(OC)c1)C(C)c1cccs1 (stereo not drawn)	30	2	3	1	0	-2.5	-3	-3	-4
COc1ccc(NC(=O)C2CCCN(C(=O)Nc3ccc(F)cc3)C2)cc1OC (stereo not drawn)	1	0	9	-12	-2	0.1	-10	-5	4
CCCCC(=O)N1CC(=O)Nc2ccc(F)cc2C1c1ccccc1 (stereo not drawn)	-17	2	-2	-10	-8	0.6	0	13	-5
O=C1OC(c2ccc(F)cc2)=N/C1=C\c1ccc(Br)o1	4	2	-1	-2	0	-1.2	8	-3	-3
CN1C(=O)Nc2cccc3cccc1c23	-19	8	-3	-11	1	-5.8	9	-11	6
CC(C)NC(=O)CCCc1ccccc1	-10	1	7	-3	4	1.6	-4	-6	29*
Cc1ccc(S(=O)(=O)CCC(=O)NCCc2ccc(Cl)cc2)cc1	2	-1	1	-37	-2	-2.7	6	-3	0
Cc1ccc(-n2c(C3CC3c3ccc(Cl)cc3)n[nH]c2=S)cc1 (stereo not drawn)	-2	13	-2	-5	-1	-1.1	-4	16	6
O=C(COC(=O)CCN1C(=O)C2CC=CCC2C1=O)NCCc1ccccc1 (stereo not drawn)	6	1	2	-17	1	0.7	10	-13	-4
CCN1CCN(C(c2cccs2)C(C)NC(=O)c2ccccc2F)CC1 (stereo not drawn)	6	7	-8	-9	-7	-1.8	2	7	2
N/C(=N\O)c1ccc(NC(=O)c2ccc(Br)o2)cc1	15	8	7	6	-4	-0.7	11	8	6
COC(=O)C1(Cc2cc(-c3cccc(Br)c3)no2)CCN(C(=O)OC(C)(C)C)CC1	13	0	-7	27	-2	1.4	14	25	4
COc1ccc(C)cc1NC(=O)c1nnn(Cc2cc(C)ccc2C)c1N	-18	8	1	-6	1	-1.4	-3	17	3
Cc1cc(-c2ccccc2)n2ncnc2n1	-10	0	1	2	0	-0.7	7	3	9
CCOC(=O)c1ccc(NC(=O)CN2C(=O)C(CC)SC(CC)C2=O)cc1 (stereo not drawn)	2	8	-8	5	-2	1.0	5	18	-3
c1ccc(-c2cncnc2)nc1	-3	0	5	1	-1	-0.8	2	7	1
COc1ccc(OC)c(NC(=O)c2ccc3c(c2)C(=O)N(CC2CCCO2)C3=O)c1 (stereo not drawn)	-3	2	-3	2	2	-0.2	18	6	0

In the list so far, three have two or more sulfur atoms:
SMILES	CRFBP-R2 block	TAAR1 ag	M5 PAM	TAAR1 antag	M5 ag	CRFR2-BP ag	CHRM5 antagonist	M1 PAM parental	M4 PAM
C=CCn1c(SCC(=O)N2CCN(C(=O)c3ccco3)CC2)nc2sc(CC)cc2c1=O	-10	8	-9	24	-2	-0.8	6	11	-11
CCOc1ccc(N(Cc2ccccc2F)C2=NC3CS(=O)(=O)CC3S2)cc1 (stereo not drawn)	-10	13	-1	-43	1	4.0	-1	25	0
COCCN(C(=S)Nc1cccc(OC)c1)C(C)c1cccs1 (stereo not drawn)	30	2	3	1	0	-2.5	-3	-3	-4

Carrying on.
SMILES	CRFBP-R2 block	TAAR1 ag	M5 PAM	TAAR1 antag	M5 ag	CRFR2-BP ag	CHRM5 antagonist	M1 PAM parental	M4 PAM
COc1ccc(OCc2cc(C(=O)N3CCCCCCC3)no2)c(Cl)c1	3	-2	-4	-5	-2	-0.4	1	4	4
Cc1ccc2c(Cl)cc(Cl)c(OCC(=O)Nc3cccc(S(=O)(=O)N(C)C)c3)c2n1	2	2	-3	-6	-2	-1.1	2	20	-2
CCOc1ccccc1NC(=S)Nc1ncccc1C	-14	2	5	-12	-6	-1.2	-4	31	0
CCOC(=O)CCNC(C(=O)OCC)c1ccccc1 (stereo not drawn)	0	0	4	8	-1	0.5	2	8	8
Cn1ncc(Br)c1C(=O)N/N=C/c1cccc(OC2CSC2)c1	22	0	-4	-3	0	1.0	5	12	4
CCOC(=O)c1cnc2c(cnn2C)c1NCCCn1ccnc1	-7	3	3	-4	2	1.3	3	-3	4
CCOc1ccc(-c2c(C(=O)N/N=C/c3ccc(C)o3)nnn2-c2nonc2N)cc1	-22	32	-5	22	1	-0.8	22	0	-6
COc1cccc(C(=O)NCCS(=O)(=O)N2CCCCCC2)c1	2	1	-2	-28	1	-0.7	1	5	0
CCc1c(-c2ccc(F)cc2)ncn1Cc1cccc(-c2ccccc2)c1	/	1	-13	35	0	/	0	/	-12
Cc1ccc(CNC(=O)C(=O)NCC2OCCN2S(=O)(=O)c2cccs2)cc1 (stereo not drawn)	-1	-1	-2	-8	0	-2.4	5	20	1
CCCC(=O)Nc1nc(C(=O)OCC)cs1	-15	6	0	12	3	9.7	-8	15	4
CCOC(=O)Cc1csc(/N=C/c2c(O)n(-c3ccc(C)cc3C)c(=O)c3ccccc23)n1	5	5	-2	-1	-1	5.7	-1	19	-6
CCCCCCC1/C(=N\NC(=O)c2ccccc2)CCC1C(=O)OC (stereo not drawn)	5	0	-2	-3	-3	-5.1	8	8	1
NC(=O)COC(=O)CNC(=O)c1sc2ccccc2c1Cl	-19	2	3	-12	6	1.1	3	22	2
Cc1ccc(NC(=O)Cn2ccsc2=N)cc1S(=O)(=O)N(C)C	-9	4	1	2	-7	2.3	5	11	2
CSc1nnc(-c2cccn(Cc3ccccc3)c2=O)o1	-6	3	0	-5	-1	-1.2	-8	17	2
COc1ccc(C(=O)OCC(=O)NCc2ccccc2)c(OC)c1OC	24	5	0	-10	2	-0.8	-2	13	-2
Cc1ccc(S(=O)(=O)/N=C(/Nc2ccccn2)c2ccc(Cl)cc2)cc1	4	0	-1	-8	-2	-1.2	-3	20	3
COCCN(C(=O)c1ccc(-c2ccc(Cl)cc2)o1)c1c(N)n(Cc2ccccc2)c(=O)[nH]c1=O	-3	0	-3	-21	2	-0.1	3	-2	7

Bioassay records: PubChem BioAssay, several laboratories
